Source: PubChem BioAssay
UDG counter = blocks uracil-DNA glycosylase in AID counter-screen; FRET deamination/UDG coupled assay, UDG read, 4 h; Potency, µM (doses to about 115 µM), inactives show at the top dose activity change, negative = inhibition, usual class: inhibitors; 91,000 tested, 0.14% active; AID 1347430; also: nearly all actives have a fitted effect of over 65% in size
AID inh = inhibitors of human activation induced cytidine deaminase; AID deamination FRET fluorescence, UDG-coupled, 4 h; Potency, µM (highest dose often 115 µM), for the others: top-dose activity change, negative = inhibition, actives largely listed as inhibitors; 91,000 tested, 0.32% active; also: nearly all actives have a fitted effect of over 25% in size
Target sequence (Q9GZX7 whole entry, looked up): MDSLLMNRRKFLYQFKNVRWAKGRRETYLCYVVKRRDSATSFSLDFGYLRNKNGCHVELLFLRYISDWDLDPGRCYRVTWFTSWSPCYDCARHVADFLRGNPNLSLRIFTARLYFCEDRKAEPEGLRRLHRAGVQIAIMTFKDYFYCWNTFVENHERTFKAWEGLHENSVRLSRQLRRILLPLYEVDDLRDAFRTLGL
* marks the source's active call; other numbers are inactive results; ? = inconclusive; & = joins results of further samples; [ ] = another dose, or the depositor's remark. Calls follow the shape of the dose curve; as a rule, active = well fitted curve in the direction sought with a large enough effect; inconclusive = small, poorly fitted or top-dose-only effect, or another doubt; inactive = no such curve, though single readings can be large; an effect the other way counts as inactive or inconclusive. % is scaled to controls: 0 for no effect and ±100 for the full control effect; potency is read from the fitted curve at half-maximal effect.

| canonical_smiles | AID inh | UDG counter |
| --- | --- | --- |
| CCOc1ccccc1NC(=O)C1CCN(S(=O)(=O)c2ccc3[nH]c(=O)ccc3c2)CC1 | 4% | -15% |
| CCCCC(=O)OC1=C(C(=O)c2ccccc2)N(CCC)S(=O)(=O)c2ccccc21 | -26% | ? |
| c1cc(-c2noc(CSc3nnnn3C3CC3)n2)cs1 | -5% | -6% |
| CCc1c(C)sc(NC(=O)c2ccccc2C)c1C#N | 9% | 1% |
| Cc1ccc(CNC(=O)c2cc3c(=O)n(Cc4ccco4)ccc3nc2C)cc1 | 5% | 4%[57.5 µM] |
| O=C(NCCN1CCN(c2cccc(Cl)c2)CC1)Nc1ccccc1C(F)(F)F | -3% | -3% |
| COc1ccc(Cn2c(C(=O)O)c(CNC3CCC(C)CC3)c3ccc(C)cc32)cc1 (stereo not drawn) | -26% | -11%[57.5 µM] |
| Cc1nc2cc(NC(=O)C3CC(=O)N(c4cccc(Br)c4)C3)ccc2o1 (stereo not drawn) | -1% | -2% |
| c1ccc(N2CCN(c3nc(N4CCCC4)nc4nccnc34)CC2)cc1 | ? | -19% |
| Cc1cc(Cl)ccc1OCC(=O)N(Cc1ccc(N(C)C)cc1)C1CCS(=O)(=O)C1 (stereo not drawn) | ? | -17% |
| Cc1nnc(NCc2ccc(Cl)cc2)c2c1nnn2Cc1ccc(F)cc1 | -2% | -2% |
| CCN(CC)S(=O)(=O)c1ccc2c(c1)nc(CN(C)C(=O)Nc1ccc(F)cc1)n2C | -28% | -19% |
| Cc1nnc(SCC(=O)c2c[nH]c3ccccc23)s1 | -1% | -5% |
| C/C(CC(C)C)=N\NC(=O)CC#N | 0% | -3% |
| CCCCCCCOc1ccc(-c2ccc(C3CCC(CC)CC3)cn2)cc1F (stereo not drawn) | 5% | 7% |
| Cc1ccc(Cl)cc1Nc1nc(N)c(C(=O)c2ccccc2F)s1 | 3% | 2% |
| CC(C)c1ccc(/C=N/NC(=O)C2CCCCC2)cc1 | -2% | -2% |
| COc1ccc(NC(=O)c2ccc(NC(=O)C3(C#N)CCCC3)cc2)cc1 | 3% | -8% |
| CCN(CC)S(=O)(=O)c1ccc(NCc2cc(C)ccc2C)cc1 | 1% | 0% |
| CC(Sc1ccccc1Cl)C(=O)O (stereo not drawn) | 5% | 2% |

6 records picked at random from the list so far:
| canonical_smiles | AID inh | UDG counter |
| --- | --- | --- |
| COc1ccc(NC(=O)c2ccc(NC(=O)C3(C#N)CCCC3)cc2)cc1 | 3% | -8% |
| Cc1nnc(NCc2ccc(Cl)cc2)c2c1nnn2Cc1ccc(F)cc1 | -2% | -2% |
| CCN(CC)S(=O)(=O)c1ccc2c(c1)nc(CN(C)C(=O)Nc1ccc(F)cc1)n2C | -28% | -19% |
| C/C(CC(C)C)=N\NC(=O)CC#N | 0% | -3% |
| Cc1nnc(SCC(=O)c2c[nH]c3ccccc23)s1 | -1% | -5% |
| CC(C)c1ccc(/C=N/NC(=O)C2CCCCC2)cc1 | -2% | -2% |

Next part:
| canonical_smiles | AID inh | UDG counter |
| --- | --- | --- |
| CCOc1ccc(CNC(=O)CN2N=C(c3ccccc3)CCC2=O)cc1OC | 17% | 1%[57.5 µM] |
| CC1(C)CC(=O)C(C(c2ccc(Cl)cc2Cl)C2C(=O)CC(C)(C)CC2=O)C(=O)C1 | -6% | 3% |
| CCCCCn1c(CCCNC(=O)c2ccccc2OC)nc2ccccc21 | ? | -11% |
| CCc1ncncc1C(=O)O | -1% | -1% |
| Cc1cccc(-c2noc(CN(C3CCCCC3)S(=O)(=O)c3ccc(F)cc3)n2)c1 | ? | -17% |
| COc1cc2c(cc1OC)C(COc1cccc(C(F)(F)F)c1)N(C(=O)c1ccc(S(=O)(=O)N3CCCC3)cc1)CC2 (stereo not drawn) | 3% | -17% |
| Fc1ccc(-c2nnc(CCl)o2)cc1 | -4% | 3% |
| CC(=O)NCCNc1nc2c(-c3ccc(C)cc3)nnn2c2ccccc12 | 22% | -5% |
| COc1ccc2cc(CNc3ccc(C)cc3)c(=O)n(CC(=O)Nc3ccc(C)cc3Cl)c2c1 | -22% | 1% |
| CCCn1c(C)cc(C(=O)CC#N)c1C | 0% | -1% |
| COc1cccc(N2CCN(C(=O)Cn3nc(C)n4c(cc5c(OC)cccc54)c3=O)CC2)c1 | 4% | 2% |
| O=C(c1ccccc1F)N1CCN(C(=O)c2cc(Br)ccc2Cl)CC1 | -4% | 1% |
| Cc1ccc(C2Cc3ccccc3N2)c(C)c1 (stereo not drawn) | -5% | -13% |
| CC1CCN(C(=O)CSc2nc(-c3ccccc3)no2)CC1 | -7% | -11% |
| COC(=O)c1cc2c(Cl)c(Cl)ccc2[nH]1 | 3% | 7% |
| Cc1cccc(C(=O)NCc2nnc(SCC(=O)Nc3ccccc3F)n2-c2ccccc2)c1 | -29% | 5% |
| NC(Cc1ccc(Cl)cc1)C(=O)O (stereo not drawn) | 0%&0% | -4%&4% |
| COc1ccc(-c2nc3scc(CCNS(=O)(=O)c4cccs4)n3n2)cc1 | -12% | -4%[57.5 µM] |
| Cc1cccc(CNC(=O)C2CCCN(S(=O)(=O)c3cn(C)cn3)C2)c1 (stereo not drawn) | -9% | -4% |
| CCNC(=S)N/N=C/c1ccc(Cl)c(Cl)c1 | 1% | 5% |
| CC(=O)Nc1ccc(NC(=O)c2csnn2)cc1 | 65%[activator] | 9% |
| CCN(C(=O)CCNC(=O)c1cccc(C)c1)C12CC3CC(CC(C3)C1)C2 | -19% | -3% |
| COc1ccc(-n2ncc(C(=O)N3CCc4ccccc4C3)c2C2CCN(C(=O)OC(C)(C)C)CC2)cc1 | -9% | 19% |
| COc1ccccc1N(CC(=O)NCCSCc1cccc(Cl)c1)S(C)(=O)=O | -8% | 0% |
| CCCCS(=O)C1CCCCC1OC(=O)c1ccccc1 (stereo not drawn) | -4% | 2% |
| O=C(CCCCn1c(=O)c2ccccc2n(Cc2cccc(Cl)c2)c1=O)NCc1ccc2c(c1)OCO2 | 23% | -9% |
| Cc1ccc(-c2onc(C)c2C)cc1S(=O)(=O)NC1CCC(C)CC1 (stereo not drawn) | -23% | -6% |
| CCN(c1ccc(NC(=O)COC(=O)c2cc3ccccc3oc2=O)cc1)C(C)C | -13% | -7% |
| CCOC(=O)NNC(=O)C1CCC(C)CC1 (stereo not drawn) | 35% | -2% |
| N#C/C(=C/c1ccc(OC(F)F)cc1)C(=O)Nc1ccccc1Oc1ccccc1 | -16% | -16% |
| COc1ccc(CNc2oc(COc3ccccc3F)nc2C#N)cc1 | -2% | -5% |
| C=CCN(CC=C)C(=O)c1cc(-c2ccc(OC)cc2)nc2ccccc12 | -9% | -6% |
| Cc1cc(C)c(/C=C/C(=O)c2cc3ccccc3o2)c(C)c1 | -8% | -2% |
| CCN(CC)CCN(C(=O)c1ccco1)c1nc2ccc(F)cc2s1 | 0% | -3% |
| CCc1nn2c(=O)cc(CNc3cccc(C(=O)NCC(F)(F)F)c3)nc2s1 | 9% | 3% |
| Cc1cc(C(F)(F)F)n2nc(-c3ccc(Br)cc3)cc2n1 | 2% | 2% |
| O=C(CC1CC2CCC1C2)NC12CC3CC(CC(C3)C1)C2 (stereo not drawn) | 2% | -3% |
| CCOC(=O)c1ccc(Oc2coc3cc(OC(=O)N(CC)CC)ccc3c2=O)cc1 | -7% | 0% |
| Cn1c(C(=O)N2CCNC(=O)C2)cc2ccccc21 | 7% | 0% |
| CC(C)NC(=S)NCc1cccc(Cl)c1 | -4% | -2% |
| COc1ccccc1CCNC(=O)C1(c2cccs2)CCOCC1 | 9% | -4% |
| COc1ccc(-c2cc3ccc(OC)cc3oc2=O)cc1 | -1% | -3% |
| CCOC(=O)C1CCN(C(=O)C2CCN(S(=O)(=O)c3c(C)noc3/C=C/c3ccc(C)cc3)CC2)CC1 | -3% | -9% |
| CC(C)CCNC(=S)Nc1cccc(C(F)(F)F)c1 | -14% | -7% |
| O=C(O)Cc1cc(Cl)c2c(c1)OCCCO2 | -2% | 0% |
| CN(C)C(=O)Cc1ccccc1 | 7% | 12% |
| O=C(CCS(=O)(=O)c1ccc(F)cc1)Nc1ccc(OC(F)F)c(Cl)c1 | -3% | -11% |
| CCOc1ccccc1NC(=O)CSc1ncc(S(=O)(=O)c2ccc(C)c(C)c2)c(N)n1 | -5% | -8% |
| Cc1ccccc1NC(=O)COC(=O)c1cc(C(C)C)nc2ccccc12 | -6% | 2% |
| O=C(CSc1nc2ccc(NC(=O)c3ccc(Cl)cc3)cc2s1)NC1CCCCC1 | 0% | 5% |

Further entries
| canonical_smiles | AID inh | UDG counter |
| --- | --- | --- |
| CCn1c(=O)cc(SCC(=O)NCc2ccccc2OC)c2ccccc21 | -13% | -4% |
| CC(=O)c1ccc(NC(=O)CSc2nnc(NC(=O)NC3CCCCC3)s2)cc1 | 5% | 1% |
| O=C(Nc1ccc(Cl)cc1)c1c2c(nc3ccccc13)CCCC2 | -1% | 1% |
| CN1C(=O)Cc2cc(S(=O)(=O)CCC(=O)Nc3ccc(OC(F)(F)F)cc3)ccc21 | 57%[activator] | ? |
| CC(Sc1ccccc1)C(=O)OCc1nc(N)nc(Nc2ccc(Cl)cc2)n1 (stereo not drawn) | 2% | 7% |
| CC(C)CNC(=O)NC1=C(C#N)C(C)(C)Cc2ccccc21 | -1% | -3% |
| CCOC(=O)c1cnc2c(ccc3ccccc32)c1Nc1ccc(OCC)cc1 | ? | ? |
| Fc1ccc(COc2cccc(-c3nnco3)c2)cc1 | -9% | -5% |
| CC(NCC(c1cccs1)c1c[nH]c2ccccc12)C(=O)NCc1ccccc1 (stereo not drawn) | -4% | -7% |
| Cc1c(Cl)ccc2sc(N3CCN(C(=O)C(C)C)CC3)nc12 | ? | ? |
| Cc1nnc(SCC(=O)NCc2ccccc2Cl)c2nn(-c3ccccc3)c(C)c12 | 19% | -3% |
| Cc1ccc(NC(=O)CSc2ncn[nH]2)cc1C | 12% | 0% |
| CCOC(=O)c1cnc2ccc(Cl)cc2c1Nc1ccc(N2CCOCC2)cc1 | 17% | -9% |
| CN1C(=O)c2ccccc2Sc2ccc(NC(=O)N3CCN(c4ccccc4F)CC3)cc21 | -29% | -2% |
| CC(=O)c1cccc(NC(=O)C(Sc2ccc(C(F)(F)F)cn2)c2ccccc2)c1 (stereo not drawn) | -10% | -8% |
| Cc1cc(C)c(NC(=O)Cn2c(=O)n(Cc3ccc(C(=O)NCc4ccco4)cc3)c(=O)c3sccc32)c(C)c1 | -14% | 9% |
| COc1cc(OC)c(NC(=O)CSc2nncn3c2cc2oc(C)cc23)cc1Cl | ? | 2% |
| O=C(NCc1ccco1)c1ccc(Cn2c(SCc3ccccc3F)nc3cccnc32)cc1 | -17% | 6%[57.5 µM] |
| O=C(CCCn1c(=O)c2ccccc2n(Cc2cccc(F)c2)c1=O)NCc1ccccc1Cl | 4% | -3% |
| O=C(Nc1cccc(C(=O)OCc2cc(=O)n3nc(C4CC4)sc3n2)c1)c1cccc(Cl)c1 | 7% | -12% |
| CC(CCNC(=O)c1ccncc1)c1ccccc1 (stereo not drawn) | -11% | 3% |
| COc1ccc(-c2nc(-c3cc4cc(Br)ccc4oc3=O)cs2)cc1 | -6% | 8% |
| O=C(/C=C/c1cccs1)OCC(=O)c1ccccc1 | 13% | 4% |
| Cc1ccc(-n2cnc3cc(C(=O)NC4CCCCCC4)ccc32)c(C)c1 | ? | -12% |
| CC(C)C(NC(=O)C1CC1)c1ccccc1 (stereo not drawn) | 1% | 4% |
| Cc1cccc(CNC(=O)c2cnc3sc(N4CCOCC4)nn3c2=O)c1 | 3% | -2% |
| Cc1c(C(=O)Nc2ccc(F)c(C(F)(F)F)c2)sc2nc(-c3ccccc3)cn12 | 13% | 1% |
| Cc1[nH]c2ccccc2c1/C=C/C(=O)c1ccc(Br)cc1 | 36%[activator] | 3% |
| C/C(=N/Nc1ccc(S(=O)(=O)Nc2ccc(Cl)cc2)cc1[N+](=O)[O-])c1cccc([N+](=O)[O-])c1 | -10% | -4% |
| CCOC(=O)C1=C(CN2CCN(CC)CC2)NC(=O)NC1c1ccc(Cl)cc1 (stereo not drawn) | -4% | -16% |
| COCCNC(=O)Cn1c(=O)n(CCCCCC(=O)NCc2ccc3c(c2)OCO3)c(=O)c2sccc21 | -18% | -11% |
| Cc1ccc(Cn2c(CNC(=O)c3ccc(Cl)c([N+](=O)[O-])c3)nc3cccnc32)cc1 | 42%[activator] | -6% |
| Nc1nonc1-c1nc2ccccc2n1CC(=O)Nc1ccccc1C(=O)O | 3% | 24% |
| Nc1c(C(=O)Nc2ccc(OC(F)(F)F)cc2)nnn1Cc1ccccc1 | -15% | 0% |
| Cc1nc2nc(SCC(=O)Nc3cccc(Cl)c3C)[nH]c2cc1Br | 0% | 2% |
| COc1cc2c(=O)n(Cc3ccccc3)c(=O)n(CC(=O)Nc3cc(C(F)(F)F)ccc3Cl)c2cc1OC | -2% | 19% |
| COCC(C)n1c(C)cc(C(=O)COC(=O)c2nn(C)c(=O)c3ccccc23)c1C (stereo not drawn) | 3% | 6% |

An excerpt of these results, as labelled records:
COc1ccc(-n2ncc(C(=O)N3CCc4ccccc4C3)c2C2CCN(C(=O)OC(C)(C)C)CC2)cc1
  AID inh: -9% | UDG counter: 19%

COc1ccccc1N(CC(=O)NCCSCc1cccc(Cl)c1)S(C)(=O)=O
  AID inh: -8% | UDG counter: 0%

CCCCS(=O)C1CCCCC1OC(=O)c1ccccc1 (stereo not drawn)
  AID inh: -4% | UDG counter: 2%

This is a subset, so the mix of outcomes need not match the whole.
